IL1B secr inh: inflammasome signaling inhibition, IL-1 beta readout; THP-1 LPS/ATP IL-1B secretion, AlphaLISA, 16 h; hits give low values; 360,000 compounds, 4.7% hits; activity change, % at 57.5 µM; in the data active = activity change below about -50%; inconclusive = mostly about -30% to -49%; also: % is scaled to controls: 0 for no effect and ±100 for the full control effect
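THP-1 cells pretreated 1 hr with compounds (up to 57.5 uM final), then stimulated with LPS (250 ng/mL final) plus ATP (1.25 mM final); secreted IL-1B measured by AlphaLISA after 16 hr, decreased signal indicating inhibition.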
SW480 rerep: inducers of DNA re-replication in SW480 colon cancer cells. AID 624297. SW480 DNA re-replication, Hoechst DNA content imaging, 48 h. 340,000 compounds, 1.8% hits. Potency, µM (top dose mostly 46.1 µM), for inactives: top-dose re-replication activation, hits mostly activators; also: potency is read from the fitted curve at half-maximal effect; % of control where 0% means no effect; nearly all actives have a fitted effect of over 55% in size
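SW480 cells exposed to compounds for 48 hr at 37 C, 5% CO2, then Hoechst-stained 40 min. Nuclear DNA content imaged by fluorescence scanning (405 nm excitation, 500-530 nm emission); re-replication scored as increased high-intensity nuclei.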
KB-3-1 tox: KB-3-1 parental cell cytotoxicity; Potency, µM (top dose mostly 46.1 µM), inactives show at the highest dose activity change, negative = cytotoxic, most hits filed as cytotoxic; KB-3-1 viability, CellTiter-Glo ATP luminescence, 72 h; 400,000 compounds, 1.4% hits; also: potency is read from the fitted curve at half-maximal effect; % is scaled to controls: 0 for no effect and ±100 for the full control effect; nearly all actives have a fitted effect of over 60% in size
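Parental KB-3-1 adenocarcinoma cells in phenol-red-free DMEM with 10% FBS were pin-treated with compounds at several concentrations, incubated 72 h at 37 °C, and viability read by CellTiter-Glo luminescence; concentration-effect curves were fitted after normalization.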
S2 tox: reduces viability in counter-screen for ATXN expression inhibitors | S2 cells (HEK-293 line with an ATXN2-luciferase reporter) viability, CellTiter-Fluor protease fluorescence, 24 h | Potency, µM (top dose mostly 56.7 µM), usual class: cytotoxic | 400,000 compounds, 0.49% hits | AID 651635; also: potency is read from the fitted curve at half-maximal effect; nearly all actives have a fitted effect of over 40% in size
MCF10A rerep: inducers of DNA re-replication in MCF 10A breast cells | Potency, µM (titrated, usually from 46.1 µM), inactives show at the top dose activity, positive = re-replication, most hits filed as activators | MCF 10A DNA re-replication, Hoechst nuclear intensity, 48 h | 350,000 compounds, 2.9% hits; also: potency is read from the fitted curve at half-maximal effect; % of control where 0% means no effect; nearly all actives have a fitted effect of over 50% in size
ATXN2 expr inh: ATXN2 expression inhibition | HEK-293 ATXN2-luciferase reporter, luminescence, 24 h | Potency, µM (doses to about 57 µM), inactives show top-dose activity change, negative = inhibition, usual class: inhibitors | 360,000 compounds, 0.72% hits | AID 1745845; also: potency is read from the fitted curve at half-maximal effect; % is scaled to controls: 0 for no effect and ±100 for the full control effect; nearly all actives have a fitted effect of over 55% in size
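qHTS (up to 57 uM final) was run with 24 h compound exposure of reporter cells at 37 °C. Each well was multiplexed: SteadyGlo luminescence measured ATXN2-luciferase expression after a fluorogenic Gly-Phe-AFC viability readout (25 uM final).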
HT1080 IDH1KD tx: toxicity to HT-1080 IDH1 knockdown cells (counter line). HT-1080 IDH1 knockdown viability, ATP luminescence, 48 h. Potency, µM (top dose mostly 46.1 µM), inactives show top-dose activity, negative = toxicity, hits mostly cytotoxic. 360,000 compounds, 2% hits. AID 686971;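 also: potency is read from the fitted curve at half-maximal effect; 0% = DMSO wells and -100% = cell-free medium wells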
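Cytotoxicity counter-line: IDH1KD HT-1080, 48 h, CellTiter-Glo. Curves classed by r2, magnitude and activity.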
HepG2 viability: HepG2 cytotoxicity, counter-screen for TGF-b inhibitors; HepG2 CAGA-GFP viability, ATP luminescence, 18 h; Potency, µM (top dose mostly 46.1 µM), inactives show top-dose activity change, negative = cytotoxicity, hits mostly cytotoxic; 410,000 compounds, 0.76% hits; also: potency is read from the fitted curve at half-maximal effect; some results filed as inactive show a strong effect at the top dose
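CellTiter-Glo luminescence gave cytotoxicity after 18 hours at 37 degrees C. The cells were HepG2 CAGA-GFP in 1% FBS DMEM, stimulated with 500 pg/mL TGF-beta after compound addition. %Activity was normalised to no-cell wells (complete cell-killing) and DMSO (no toxicity), and curves were fitted and classified.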
HT1080NT lethal: kills 2HG-producing HT-1080-NT fibrosarcoma cells | Potency, µM (top dose mostly 46.1 µM), for the others: top-dose activity, negative = less viability, actives largely listed as cytotoxic | HT-1080-NT fibrosarcoma viability, CellTiter-Glo ATP luminescence, 48 h | AID 686970 | 360,000 compounds, 1.6% hits;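 also: NT is the 2HG producing partner of a matched IDH1 knockdown line; potency is read from the fitted curve at half-maximal effect; 0% = DMSO-treated cells and -100% = media-only wells without cells; nearly all actives have a fitted effect of over 55% in size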
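Viability of the 2HG-overproducing fibrosarcoma line after 48 hours of compound exposure at 37 degrees C was determined by luminescence with CellTiter-Glo, and concentration-effect curves were then fitted and categorized.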
Starred values were filed as active, the others as inactive; i = inactive; ? = inconclusive; / = no result given; [ ] = dose if it differs, or a comment. Unless noted, calls follow the shape of the dose curve; as a rule, active = well fitted curve in the direction sought with a large enough effect; inconclusive = small, poorly fitted or top-dose-only effect, or another doubt; inactive = no such curve, though single readings can be large; an effect the other way counts as inactive or inconclusive. Random draw from the library; any-hit rate near 8.9%.

SMILES | IL1B secr inh | SW480 rerep | KB-3-1 tox | S2 tox | MCF10A rerep | ATXN2 expr inh | HT1080 IDH1KD tx | HepG2 viability | HT1080NT lethal
COc1ccc(NC(=O)CS(=O)CC(=O)NC2CCCc3ccccc32)cc1 (stereo unspecified) | -14.4 | 0.2% | 21.0% | i | 5.5% | 0.7% | 13.5% | -14.3% | 6.1%
CCOC(=O)C1CCN(S(=O)(=O)c2ccc(Br)c(OCC)c2)CC1 | -0.4 | 28.6% | -20.7% | i | 7.2% | -29.3% | -17.6% | 0.6% | -12.5%
COC(=O)c1ccccc1S(=O)(=O)N1CCC(C(=O)NC2CCCCC2C)CC1 (stereo unspecified) | -8.9 | -20.2% | -3.5% | i | 12.9% | 20.3% | 18.6% | 1.6% | 5.8%
CCCCC(CCC(=O)NNC(=O)Cc1ccccc1)C(=O)O (stereo unspecified) | 23.8 | -1.2% | 9.3% | i | 8.5% | 11.9% | -0.1% | -6.4% | -5.2%
O=C(/C=C/c1ccc[nH]1)c1ccc(F)cc1 | -1.5 | 3.0% | 11.7% | i | -0.5% | 12.1% | 12.8% | -14.7% | 12.7%
CCCCNC(=O)Nc1cc(C)on1 | 2.3 | -1.3% | 5.2% | ? | 3.6% | 6.2% | -1.4% | 2.0% | 1.7%
Cc1ccc(NC(=O)COc2ccc(Cl)cc2Cl)cc1S(=O)(=O)N1CCOCC1 | -56.6* | -1.0% | 8.5% | i | 10.7% | -7.6% | -22.0% | -21.1% | -9.1%
COc1cc(NC(=O)CN2C(=O)c3ccccc3S2(=O)=O)cc(OC)c1 | 14.3 | -6.0% | 16.5% | i | 3.2% | 3.1% | 2.2% | 14.6% | 1.5%
Cc1ccccc1NC(=O)CN1C(=O)NC(C)(c2ccc3c(c2)OCO3)C1=O (stereo unspecified) | -4.0 | -2.9%[9.22 µM] | -18.1% | i | -3.1% | 8.8% | -7.2% | -8.7% | 2.5%
COc1ccc(OC)c(NC(=O)COC(=O)CCc2ccc(S(=O)(=O)N3CCOCC3)cc2)c1 | 0.8 | -1.7% | / | i | -12.3% | -5.2% | 11.3% | 7.6% | 0.0%
CCOC(=O)c1ccc(NC(=O)CSc2nnc(CNc3ccc(OC)cc3)n2C)cc1 | 16.5 | -1.2% | 0.6% | i | 2.0% | 2.0% | 0.0% | -2.7% | 0.6%
Cc1c(NS(=O)(=O)c2cccc(C(=O)NCc3ccncc3)c2)c(=O)n(-c2ccccc2)n1C | -2.4 | -3.6% | 24.3% | i | -1.3% | 1.9% | 13.5% | 5.8% | 8.8%
O=C(c1cccc([N+](=O)[O-])c1)c1ccccn1 | -15.2 | -23.0% | 0.0% | i | -3.6% | / | 2.4% | -1.5% | 24.2%
C/C=C/Cn1c(N2CCCCCC2)nc2c1c(=O)[nH]c(=O)n2C | -14.9 | -1.3% | 14.9% | i | 8.2% | -8.6% | 1.0% | -15.9% | 9.6%
O=[N+]([O-])c1ccccc1/C=N/N1CCN(Cc2ccccc2)CC1 | -12.2 | -5.3% | -3.7% | i | -0.4% | 62.2%[activator] | 19.4% | -34.3% | 15.9%
O=C(Nc1ccc(N2CCOCC2)cc1)Nc1ccc2nc(-c3ccco3)c(-c3ccco3)nc2c1 | 22.9 | 18.3% | ? | i | 9.2µM* | -35.9% | 5.01µM* | -43.8% | 2.82µM*
COCCCN=C1NN=C(c2cc(C)n(Cc3ccco3)c2C)CS1 | 35.2 | 5.8µM* | ? | i | ? | 0.0% | 1.64µM* | -21.8% | 1.64µM*
COc1ccc(CC(=O)NCc2ccccc2F)cc1S(=O)(=O)N1CCOCC1 | -9.7 | / | 22.7% | ? | / | / | 12.6% | 3.5% | 2.5%
Cc1ccc2oc(C(=O)Nc3ccc(S(=O)(=O)Nc4ncccn4)cc3)cc(=O)c2c1 | / | / | -1.6% | i | / | 3.3% | / | 7.3% | /
Cc1cc(C)cc(NCCC#N)c1 | 0.2 | -2.7% | 15.0% | i | 1.1% | 8.2% | 8.5% | -0.2% | 8.9%
CC(C)(C)c1cc(C(=O)NNc2cccc(Cl)c2)n(Cc2ccccc2)n1 | -67.7* | 2.1% | ? | / | ? | 45.6%[activator] | 18.4µM* | -29.4% | 20.6µM*
CCOC(=O)c1cc2cc([N+](=O)[O-])ccc2oc1=O | -5.9 | ? | 0.3% | i | 7.6% | 2.7% | -2.3% | 1.9% | 16.3%
COc1ccc(C(=O)NCC(=O)OCC(=O)Nc2ncc(Cl)cc2Cl)cc1[N+](=O)[O-] | 2.7 | 10.4% | 1.7% | i | -2.0% | / | 17.6% | -0.5% | 1.9%
Cc1nc(N)sc1-c1csc(Nc2ccc(Cl)cn2)n1 | 18.0 | 0.8% | -0.8% | i | ? | 0.6% | ? | -8.4% | ?
C=CCn1c(SC)nccc1=O | 25.1 | 5.0% | 6.7% | i | 0.8% | 12.0% | 12.6% | 14.5% | 0.1%
O=C(/C=C/c1ccc(Cl)cc1)N1CCN(c2ccc(Cl)cc2[N+](=O)[O-])CC1 | -11.2 | -10.3% | -26.8% | i | ? | -2.7% | -7.1% | -9.2% | -5.7%
c1ccc(N=P(c2nc3ccccc3o2)(N2CCOCC2)N2CCOCC2)cc1 | -11.1 | ? | 2.4% | i | 5.0% | 20.5% | 18.5% | -0.9% | 9.3%
O=C(c1ccccc1Cl)N1CCCC(c2nc3c(nnn3Cc3ccccc3)c(=O)[nH]2)C1 (stereo unspecified) | -11.3 | 5.4% | -12.1% | i | 2.8% | 1.7% | -18.8% | -6.8% | -8.2%[9.24 µM]
CCN(CC)S(=O)(=O)c1cccc(NC(=O)CN2C(=O)NC3(CCOc4ccccc43)C2=O)c1 (stereo unspecified) | 7.9 | ? | -13.1% | i | 12.6% | -12.5% | -24.9% | 5.4% | -3.7%
COC(=O)C(C)(C)ONC(=O)Nc1ccccc1[N+](=O)[O-] | 33.0 | -10.2% | 1.6% | i | -0.1% | 22.9% | 27.3% | -1.4% | 21.3%
CCOc1ccc(NC(=O)c2oc3ccccc3c2NC(=O)Cc2cccs2)cc1 | / | / | 12.3% | ? | / | 11.1% | / | -28.7% | /
Cc1nc(SCc2ccc(O)c([N+](=O)[O-])c2)n[nH]1 | 7.9 | 0.8% | -3.3% | i | 1.9% | 0.4% | 4.4% | -3.9% | -0.6%
CCc1ccc2oc(C(=O)Nc3nonc3C)c(C)c2c1 | -2.0 | -9.7% | -23.8% | i | 1.3% | / | -5.9% | -10.6% | 2.2%
COc1ccc(NC(=O)COc2ccccc2C)cc1S(=O)(=O)N1CCCCC1 | -22.1 | 5.4% | -2.5% | i | 8.6% | 5.2% | -15.7% | 23.0% | -2.8%
Cc1ccc(CNC(=O)CN(Cc2cccs2)C(=O)C2(C)CC(=O)N=C3C=CC=CN32)cc1 (stereo unspecified) | 12.8 | -1.9% | 36.3% | i | -1.3% | -1.2% | 13.8% | 2.6% | 12.6%
O=S(=O)(Nc1ccncc1)c1ccccc1 | 0.0 | -2.8% | 17.1% | i | -12.6% | 15.0% | 19.4% | 9.3% | 16.1%
CCc1cc(=O)oc2cc(C)cc(OCC(=O)N3CCC(C(=O)NC(C)C)(c4ccccc4)CC3)c12 | ? | 2.5% | -6.8% | i | ? | -4.5% | -16.3% | -16.5% | -26.9%
O=C(CSCc1c(F)cccc1Cl)NCC1CCCO1 (stereo unspecified) | 20.1 | -11.4% | 8.8% | i | -6.0% | 11.0% | 0.5% | -12.3% | -0.3%
Cn1ccnc1SCC(=O)N(C1CCCCC1)C1CCCCC1 | -17.1 | 2.6% | -1.8% | i | ? | -0.3% | 4.2% | -1.5% | 1.4%
C#Cc1ccc(NC(=O)C2(C)CCN2C(=O)Cc2ccc(C(C)(C)C)cc2)cc1 (stereo unspecified) | -2.6 | / | -1.2% | ? | / | 0.0% | 10.3µM* | -19.5% | ?
S=C(N/N=C/c1ccco1)NC1CC2CCC1C2 (stereo unspecified) | 5.2 | -2.8% | -9.5% | i | -8.9% | 63.8%[activator] | 4.1% | 7.4% | -0.2%
Cc1ccc(C(O)(C(=O)NNc2ccccn2)c2ccc(C)cc2)cc1 | 4.2 | -0.5% | -2.9% | i | 6.8% | -18.7% | -0.9% | -46.6% | -10.1%
CN1C(=O)C(O)(c2nnc(-c3ccccc3)o2)c2ccccc21 (stereo unspecified) | -10.0 | -119.0% | 6.8% | i | -39.7%[inhibitor] | 26.6% | 15.3% | -5.4% | 14.6%
O=C(O)c1ccccc1NC(=O)c1cc(-c2ccccc2)nc2ccccc12 | 17.4 | -7.6% | -13.3% | i | ? | -2.7% | -9.5% | -5.1% | 0.2%
Cc1ccc(C(=O)Oc2cccc(-n3cnnn3)c2)cc1 | 26.5 | 0.1% | 8.9% | i | -4.9% | 3.2% | 9.0% | -14.8% | 6.7%

An excerpt from above, showing only S2 tox and IL1B secr inh.
SMILES,S2 tox,IL1B secr inh
CCc1cc(=O)oc2cc(C)cc(OCC(=O)N3CCC(C(=O)NC(C)C)(c4ccccc4)CC3)c12,i,?
Cc1ccc(C(O)(C(=O)NNc2ccccn2)c2ccc(C)cc2)cc1,i,4.2
CN1C(=O)C(O)(c2nnc(-c3ccccc3)o2)c2ccccc21 (stereo unspecified),i,-10.0
O=C(CSCc1c(F)cccc1Cl)NCC1CCCO1 (stereo unspecified),i,20.1

Source: PubChem
